# From PubChem BioAssay
# LEDGF integ inh = blocks HIV-1 LEDGF/p75-dependent DNA integration. TR-FRET IN-LEDGF/p75 DNA integration, Eu/Cy5. AID 743269. inhibition, % at 3.7 µM. 0.64% of 370,000 active;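 active = inhibition above the screen-wide mean plus 3 SD, cut at about 13% in these data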;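 also: signal is the Cy5 over europium emission ratio at 671 and 618 nm; 0% = plate median of compound wells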
# UHRF1 binding = UHRF1 methyl-DNA binding inhibition. 0.75% of 370,000 active. UHRF1 binding to methylated oligo, TR-FRET. AID 687016. inhibition, % at 4.4 µM; in the data active = inhibition above about 21%;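 also: UHRF1 SRA domain binding a hemimethylated CpG hairpin DNA probe; 0% = median of test compound wells and 100% = reference inhibitor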
# PG9 binder = small molecules binding HIV-1 gp120 antibody PG9 | TR-FRET gp120-PG9 antibody binding | inhibition, % at 6.7 µM | 0.43% of 360,000 active; in the data active = inhibition above about 8.5%
# SIAE primary = human SIAE inhibition, primary screen; SIAE FP-Rh probe binding, fluorescence polarization; 0.69% of 370,000 active; inhibition, % at 9.66 µM;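 active = inhibition above a cutoff: mean of compounds within the control limits plus 3 SD of those, cut at about 17% in these data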;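 also: 0% = plate median of compound wells and 100% = probe without SIAE protein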
# Target sequence (Q9HAT2 whole entry, looked up): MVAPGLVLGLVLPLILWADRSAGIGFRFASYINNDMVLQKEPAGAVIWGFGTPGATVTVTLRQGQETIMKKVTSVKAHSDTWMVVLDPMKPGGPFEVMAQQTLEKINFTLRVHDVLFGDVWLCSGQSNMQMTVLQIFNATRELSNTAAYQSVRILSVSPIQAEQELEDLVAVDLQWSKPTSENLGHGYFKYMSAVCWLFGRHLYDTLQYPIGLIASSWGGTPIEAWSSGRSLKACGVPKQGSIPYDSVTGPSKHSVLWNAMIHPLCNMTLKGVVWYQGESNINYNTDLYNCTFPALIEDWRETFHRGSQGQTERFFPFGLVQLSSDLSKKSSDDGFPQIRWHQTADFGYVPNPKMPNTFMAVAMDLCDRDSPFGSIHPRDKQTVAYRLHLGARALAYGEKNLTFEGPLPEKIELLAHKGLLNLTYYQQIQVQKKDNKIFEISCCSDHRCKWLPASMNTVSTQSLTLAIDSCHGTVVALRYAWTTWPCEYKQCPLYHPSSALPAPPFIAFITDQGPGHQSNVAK
# PRMT1 inh = inhibitors of human PRMT1. AID 652257. inhibition, % at 2.79 µM. recombinant PRMT1, activity-based probe fluorescence polarization. 1.3% of 370,000 active. Q99873;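 active = inhibition above about 21% made by adding two undisclosed values, limit read from the data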
# Tn7 DDE FP = disrupts Tn7 cyclic peptide binding to fibrin D-Dimer-E complex. P02675. FP displacement of FITC-Tn7 peptide from fibrin DD(E); 0% = median of compound wells per plate. 0.13% of 370,000 active. inhibition, % at 8.3 µM;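 active = inhibition above the mean of compounds falling within the control limits plus 3 SD of them, cut at about 14% in these data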;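 also: 0% = plate median of compound wells and 100% = 10 µM Aha-Tn7 peptide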
#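 Measure: % inhibition scaled between sample-field median and high-control FP; Test system: human fibrin DD(E); Quantity: 2 µM final DD(E) protein; Doses: one dose, 8.3 µM nominal; Schedule: compound with protein 10 min, then 3 h after probe, room temperature; Detection: fluorescence polarization; Medium: Tris buffer with calcium and detergent, pH 7.8.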
# TDP2 absorb = blocks human TDP2 phosphodiesterase activity. inhibition, % at 12.8 µM. recombinant TDP2, T5PNP hydrolysis, p-nitrophenol absorbance 415 nm. 0.34% of 370,000 active;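 active = inhibition above the mean of all tested compounds plus 3 SD, set per campaign, cut at about 25% in these data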;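 also: 0% = DMSO with enzyme and 100% = buffer with substrate but no TDP2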
#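 System: recombinant human TDP2 / Amount: 120 nM TDP2 per well / Also added: 5 mM T5PNP chromogenic substrate / Doses: 12.8 µM single point, 1% DMSO / Incubation: 2 h at 37 °C / Detection: p-Nitrophenol epi absorbance / Evaluation: % inhibition relative to enzyme-containing and enzyme-free wells / Repeats: singlicate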
# mABHD4 FP = inhibits mouse alpha/beta hydrolase domain 4; Q8VD66; purified mABHD4, FP-Rh probe fluorescence polarization; inhibition, % at 8.92 µM; 0.54% of 370,000 active; AID 720543;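 active = inhibition exceeding the mean over every tested compound plus 3 SD, cut at about 30% in these data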;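 also: 0% = plate median of compound wells and 100% = S159A mutant with DMSO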
#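 Test system: mABHD4 protein; Read-out basis: % inhibition; Incubation: 45 min + 60 min at 25 °C; Repeats: single replicate; Technique: fluorescence polarization with parallel and perpendicular emission, 525/598 nm; Compound: 8.92 µM, single dose; Benchmarks: full inhibition S159A mutant plus DMSO, zero as sample-well median.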
# HTRA1 inhibitor = blocks human HTRA1 serine peptidase | recombinant HTRA1, FP-rhodamine activity-based probe, fluorescence polarization | AID 504803 | inhibition, % at 5.96 µM | 0.5% of 340,000 active | Q92743; in the data active = inhibition above about 36%;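 also: 0% = enzyme with DMSO and 100% = wells lacking enzyme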
# Target sequence (Q92743 whole entry, looked up): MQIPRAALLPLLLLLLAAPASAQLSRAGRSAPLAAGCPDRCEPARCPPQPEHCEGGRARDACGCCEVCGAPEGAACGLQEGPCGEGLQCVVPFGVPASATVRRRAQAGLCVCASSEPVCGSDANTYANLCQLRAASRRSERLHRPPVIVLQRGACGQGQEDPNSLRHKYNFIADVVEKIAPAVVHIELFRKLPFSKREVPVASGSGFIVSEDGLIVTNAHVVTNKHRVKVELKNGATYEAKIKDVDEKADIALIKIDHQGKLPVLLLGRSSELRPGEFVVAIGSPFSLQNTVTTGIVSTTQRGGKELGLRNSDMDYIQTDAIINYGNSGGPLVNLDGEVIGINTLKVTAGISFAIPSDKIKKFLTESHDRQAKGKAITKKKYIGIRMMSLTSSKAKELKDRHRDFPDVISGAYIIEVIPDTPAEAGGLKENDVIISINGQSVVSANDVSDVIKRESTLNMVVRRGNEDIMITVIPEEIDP
# TCR CD3 inh = inhibitors of human TCR-CD3 interaction | TAMRA-labeled TCR probe fluorescence, biochemical | inhibition, % at 9.4 µM | 0.37% of 360,000 active | AID 651800; in the data active = inhibition above about 19%;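 also: recombinant mutant TCR 2C K166C tagged with TAMRA read by polarization; 0% = receptor in buffer alone and 100% = receptor with positive control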
# An asterisk follows results filed as active; . = not tested or not shown.
SMILES,LEDGF integ inh,UHRF1 binding,PG9 binder,SIAE primary,PRMT1 inh,Tn7 DDE FP,TDP2 absorb,mABHD4 FP,HTRA1 inhibitor,TCR CD3 inh
CCOC(=O)N1C(=O)C[C@](Sc2ccc(OC)cc2)(C(=O)N2CCOCC2)[C@H]1c1ccc(OC)cc1,-2,-3,.,0,47*,8,-4,-2,.,.
COc1cc(CCC(C)=O)ccc1OC(=O)c1c(-c2c(F)cccc2Cl)noc1C,-4,-4,0.9,5,-2,-1,-3,-19,.,-1
CN(C)c1nc(SCC(=O)Nc2ccc(Cl)c(Cl)c2)nc(N2CCOCC2)n1,6,1,1.9,-6,-6,3,-14,-2,-5,3
Cc1cc(C)nc(NC(=O)Nc2ccc(F)cc2F)n1,-1,1,-1.1,2,-1,-2,0,5,1,7
CCCC(=O)NCCc1nc2cc([N+](=O)[O-])ccc2n1C,-3,0,-2.0,4,-4,2,-12,0,0,6
COc1c(O)ccc(/C=N\NC(=O)c2ccc3c(c2)OCO3)c1[N+](=O)[O-],-7,-2,-1.6,1,3,2,-9,0,2,-2
COc1ccc(CCNC(=O)C2CCCN(S(=O)(=O)c3cccc4nonc34)C2)cc1OC (stereo not given),-3,8,-1.1,15,2,2,-1,-4,3,-2
Cc1ccc(N(CC(=O)NC2CCCC2)C(=O)CCC(=O)Nc2ccccn2)cc1C,4,2,1.9,3,0,3,7,-2,3,3
Cc1nn(-c2ccccc2)c2[nH]c(=O)cc(C(F)(F)F)c12,9,4,0.2,-4,0,0,-6,-28,-13,-9
CC(Oc1cccnc1[N+](=O)[O-])C(=O)N1CCc2ccccc21 (stereo not given),-3,-2,1.6,5,-1,4,0,-7,3,3
CCOC(=O)C1=NN(c2cccc(C)c2)C2(S1)SC(C(C)=O)=C(C)N2c1ccccc1 (stereo not given),0,-2,-1.4,2,1,-6,-7,-12,4,-10
CC(=O)Nc1ccccc1C(=O)C(=O)Nc1cccc(C(=O)NCC2CCCO2)c1 (stereo not given),1,1,-0.7,3,0,-2,7,0,-4,3
O=C(O)c1nccnc1C(=O)N1CCN(c2ccccc2)CC1,2,-2,1.3,2,-4,0,12,3,-9,1
O=C(CNc1cc(S(=O)(=O)N2CCOCC2)ccc1N1CCOCC1)Nc1cccc(C(F)(F)F)c1,5,-2,0.0,6,-7,-3,0,5,-3,0
CC(C)[C@H](NC(=O)Nc1cccc(C(F)(F)F)c1)C(=O)O,-1,-1,0.8,0,0,0,2,1,8,8
COc1cc2c(cc1OC)C(COc1cccc(C(F)(F)F)c1)NCC2 (stereo not given),-3,1,-2.5,1,0,9,-1,0,-1,4
Cc1nn(CC(=O)NC(C)C(C)C)c(C)c1S(=O)(=O)N1CCCCC1 (stereo not given),-1,2,-1.0,-4,-6,-6,1,0,1,7
Cc1ccc(C(=O)NC2CCS(=O)(=O)C2)cc1S(=O)(=O)N1CCOCC1 (stereo not given),-3,-1,1.5,-3,-1,2,5,4,-6,1
Cc1cc(SCC(=O)Nc2ccc(O)cc2)n2ncc(-c3ccccc3)c2n1,0,7,-1.1,4,3,5,-1,-7,-4,4
Nc1ncn(C(=S)Nc2ccccc2)n1,-1,4,2.5,1,-4,-4,5,2,0,-10

# Ordered by SMILES length (largest number first): some entries from above.
SMILES,LEDGF integ inh,UHRF1 binding,PG9 binder,SIAE primary,PRMT1 inh,Tn7 DDE FP,TDP2 absorb,mABHD4 FP,HTRA1 inhibitor,TCR CD3 inh
CCOC(=O)N1C(=O)C[C@](Sc2ccc(OC)cc2)(C(=O)N2CCOCC2)[C@H]1c1ccc(OC)cc1,-2,-3,.,0,47*,8,-4,-2,.,.
O=C(CNc1cc(S(=O)(=O)N2CCOCC2)ccc1N1CCOCC1)Nc1cccc(C(F)(F)F)c1,5,-2,0.0,6,-7,-3,0,5,-3,0
CCOC(=O)C1=NN(c2cccc(C)c2)C2(S1)SC(C(C)=O)=C(C)N2c1ccccc1 (stereo not given),0,-2,-1.4,2,1,-6,-7,-12,4,-10
COc1ccc(CCNC(=O)C2CCCN(S(=O)(=O)c3cccc4nonc34)C2)cc1OC (stereo not given),-3,8,-1.1,15,2,2,-1,-4,3,-2
COc1cc(CCC(C)=O)ccc1OC(=O)c1c(-c2c(F)cccc2Cl)noc1C,-4,-4,0.9,5,-2,-1,-3,-19,.,-1
Cc1ccc(C(=O)NC2CCS(=O)(=O)C2)cc1S(=O)(=O)N1CCOCC1 (stereo not given),-3,-1,1.5,-3,-1,2,5,4,-6,1
Cc1cc(SCC(=O)Nc2ccc(O)cc2)n2ncc(-c3ccccc3)c2n1,0,7,-1.1,4,3,5,-1,-7,-4,4
CC(Oc1cccnc1[N+](=O)[O-])C(=O)N1CCc2ccccc21 (stereo not given),-3,-2,1.6,5,-1,4,0,-7,3,3
Cc1nn(-c2ccccc2)c2[nH]c(=O)cc(C(F)(F)F)c12,9,4,0.2,-4,0,0,-6,-28,-13,-9
Cc1cc(C)nc(NC(=O)Nc2ccc(F)cc2F)n1,-1,1,-1.1,2,-1,-2,0,5,1,7
Nc1ncn(C(=S)Nc2ccccc2)n1,-1,4,2.5,1,-4,-4,5,2,0,-10

# The list goes on.
SMILES,LEDGF integ inh,UHRF1 binding,PG9 binder,SIAE primary,PRMT1 inh,Tn7 DDE FP,TDP2 absorb,mABHD4 FP,HTRA1 inhibitor,TCR CD3 inh
COC(=O)[C@]12C[C@H](CC(=O)N3CCCC3)C(=O)N(Cc3cccc4ccccc34)C1=C[C@H](C(C)(C)C)O[C@@H]2C,0,-1,.,11,1,-8,4,-6,.,.
CCc1ccc(Nc2nnc(SC(C)C(=O)NC3CC3)s2)cc1 (stereo not given),-5,1,-1.4,4,3,1,8,-6,-5,-2
CCCCNc1ccc(C(CC(N)=O)NC(=O)Cc2ccc(Br)cc2)cc1[N+](=O)[O-] (stereo not given),0,1,0.2,-13,2,3,5,5,-15,-5
Nn1c(SCc2ccccc2)nc2c(cnn2-c2ccccc2)c1=O,-3,2,-0.5,-2,2,4,1,2,-1,-2
CC1CCCCN1CCNC(=O)C1CCN(S(=O)(=O)c2cccc3cccnc23)CC1 (stereo not given),-1,2,-3.0,-1,5,4,-1,2,-9,3
O=C(Oc1ccc(Cl)c2cccnc12)c1cccnc1,2,-3,0.4,8,-3,0,14,2,71*,0
CC(Sc1nnnn1C)C(=O)Nc1cc(S(=O)(=O)N2CCCCC2)ccc1Cl (stereo not given),-9,4,0.8,-1,3,-3,-6,8,8,0
COCC(C)n1c(C)cc(C(=O)COC(=O)c2cccn2C)c1C (stereo not given),-4,2,2.4,-3,7,2,9,-9,-4,2
Cc1ccc(-c2cc(C(F)F)nc(NCc3cccs3)n2)cc1,0,-4,-0.3,-6,-3,-2,13,-20,-23,-4
COC(=O)C1=C(C)N(c2ccc(OC)c(OC)c2)C(=O)/C1=C\c1ccco1,0,3,-1.0,-1,9,2,1,-6,4,-10
Cc1ccc(NC(=O)Cn2nc(-c3ccco3)ccc2=O)cc1Cl,1,-4,0.1,-16,7,-1,7,-11,-12,1
CCOC(=O)c1sc(=NC(=O)c2cccc(Br)c2)n(C)c1C,1,-1,-0.3,4,1,2,10,2,-5,13
COc1ccc(Cn2c(=O)[nH]c3cc(C(=O)N4CCN(c5ccc(C(C)=O)cc5)CC4)ccc3c2=O)cc1,1,0,1.7,-6,-1,-1,3,-4,1,0
Cc1cc(C)n(-c2cc(-n3nc(C)cc3C)ncn2)n1,0,-3,0.6,3,-3,3,-6,0,2,6
Cc1cccc(NS(=O)(=O)c2ccc3c(c2)CCN3C(=O)CCC(=O)O)c1,6,0,0.8,7,0,1,-1,-13,-10,-9
CCCn1nnnc1SCC(=O)c1ccc2c(c1)OCCO2,-4,-2,-2.5,-2,0,3,-3,1,2,4
COc1cc2cc(CN(Cc3ccc4c(c3)OCO4)C(=O)c3ccco3)c(=O)[nH]c2cc1OC,3,3,1.1,1,45*,6,0,-1,3,-5
CS(=O)(=O)N1Cc2cc(C(=O)NCC3CC3)nc(-c3cccc(-c4cccnc4)c3)c2[C@H]1CCO,4,0,-0.7,-2,-4,-6,0,-3,.,-7
COCCCNC(=O)C[C@H]1C[C@@]2(C(=O)OC)C(=C[C@H](COCc3ccccc3)O[C@@H]2C)N(Cc2ccc(Cl)cc2Cl)C1=O,-1,-5,.,3,-1,-1,8,4,.,.
CCOc1ccc(NC(=O)Nc2ccc3c(c2)N(C)C(=O)CS3)cc1,-3,-2,-1.1,18*,-1,1,-7,2,-4,1
Cc1ccc(N(Cc2ccccc2)C(=O)c2ccc(F)c(S(=O)(=O)N3CCOCC3)c2)cc1,-1,0,-0.8,3,4,-2,3,2,2,-2
Cc1csc2ncc(C(=O)N3CCCc4ccccc43)c(=O)n12,6,3,0.8,2,1,1,-3,-3,4,-8
Cc1ccc(CNC(=O)Cn2ncn3cccc3c2=O)cc1,3,0,0.3,0,-1,-7,-6,0,4,-1
O=C(NCc1ccco1)C1CCCN(S(=O)(=O)c2ccc(Br)cc2)C1 (stereo not given),2,1,-2.4,0,1,-12,-7,-4,-7,9
CC1(C(=O)NCc2ccccc2)CCC(=O)N1CCOc1ccccc1 (stereo not given),-2,1,-0.3,-6,4,3,-5,6,.,-6
ClCCCc1cn(C[C@H]2CC[C@@H]([C@@H]3CC[C@H](Cn4cc(CCCCl)nn4)O3)O2)nn1,-1,4,-0.7,-1,0,-3,-3,2,-1,-2
Cc1ccc(NC(=O)CSc2ncc3ccccn23)cc1C,-1,3,-0.3,8,28*,3,3,7,-4,-6
CCN(CC)c1ccc(S(=O)(=O)N2CCCCC2)cc1NC(=O)C1CSC2(C)CCC(=O)N12 (stereo not given),-3,2,0.7,1,3,0,-8,-6,-14,-3
CC[C@@H]1C(c2ccccc2)=NN(c2ccccc2)[C@H]1C(=O)N1CCOC1=O,1,-2,1.1,0,-4,-13,-9,0,0,-4
O=C(O)c1ccccc1-c1cn2cc(Cl)ccc2n1,-7,1,0.3,-3,6,5,1,9,9,-1
O=C(c1cc2ccccc2o1)N1CCN(c2ccccn2)CC1,1,-2,0.2,-2,-1,3,10,-4,1,-5

# Random draw from the library; any-hit rate near 4.2%.
